Screening data as filed in PubChem BioAssay.
MLL CXXC-DNA inh = MLL CXXC-DNA interaction inhibition; MLL-CXXC / FITC-HOXA9 DNA fluorescence polarization; Potency, µM (highest dose often 115 µM), without a hit: at the highest dose activity change, negative = inhibition, most hits filed as inhibitors; 290,000 compounds, 0.037% hits; AID 2662; Q03164; active = well fitted inhibition curve with a large enough effect in the polarisation, with a control signal flat, not every such curve was filed as active; inconclusive = small, poorly fitted or top-dose-only effect, or effect the other way, or a change in a side signal; inactive = no such curve, though single readings can be large or run the other way; the % refers to the polarisation; note: potency is the fitted concentration of half-maximal effect
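Purified MLL-CXXC (added from a 7 uM solution) was preincubated 5 min at ambient with pinned compounds in 50 mM Tris-HCl pH 7.5, 50 mM NaCl, 1 mM DTT, 0.05% BSA. Fluorescein-labeled HOX-A9 DNA (50 nM solution) followed, 30 min, then polarization read.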
AT treatment = candidate therapy for ataxia-telangiectasia. […] A-T fibroblasts, KAP-1 phosphorylation AlphaLISA; neocarzinostatin DNA damage 30 min before lysis. Potency, µM (highest dose often 57.5 µM), inactives show at the top dose activation, most hits filed as activators. AID 485349. 320,000 compounds, 0.19% hits; note: potency is the fitted concentration of half-maximal effect; % of control where 0% means no effect; nearly all actives have a fitted effect of over 45% in size
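ATM-like activity read as KAP-1 phosphorylation via AlphaLISA donor/acceptor antibody pairs after lysis and 6 hr at 25C. Cells were ATM-null patient fibroblasts ([…], hTERT), dosed 60 min, then exposed to the DSB inducer NCS for 30 min.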
TCR activator = activates T cell receptor signaling; primary human leukocytes, anti-CD3, IL-2 HTRF, 48 h; Potency, µM (titrated, usually from 9.22 µM), inactives show at the top dose activation of IL-2 secretion, hits mostly activators; 330,000 tested, under 10 active; note: % of control where 0% means no effect
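Primary human leukocytes incubated 48 hr with anti-CD3 beads plus compound, without co-stimulation. Secreted IL-2 measured by HTRF (europium cryptate/d2 anti-IL-2 pair, 320 nm excitation, 665 nm emission).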
Tb PFK inh = T. brucei PFK enzyme inhibition | O15648 | T. brucei PFK, ADP-Glo luminescence | Potency, µM (titrated, usually from 57.5 µM), for inactives: at the highest dose activity, negative = inhibition, most hits filed as inhibitors | 330,000 compounds, 0.17% hits | AID 485367;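 note: potency is the fitted concentration of half-maximal effect; 0% = uninhibited 1x PFK enzyme wells and -100% = no-enzyme wells; nearly all actives have a fitted effect of over 60% in size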
Target sequence (O15648 whole entry, looked up): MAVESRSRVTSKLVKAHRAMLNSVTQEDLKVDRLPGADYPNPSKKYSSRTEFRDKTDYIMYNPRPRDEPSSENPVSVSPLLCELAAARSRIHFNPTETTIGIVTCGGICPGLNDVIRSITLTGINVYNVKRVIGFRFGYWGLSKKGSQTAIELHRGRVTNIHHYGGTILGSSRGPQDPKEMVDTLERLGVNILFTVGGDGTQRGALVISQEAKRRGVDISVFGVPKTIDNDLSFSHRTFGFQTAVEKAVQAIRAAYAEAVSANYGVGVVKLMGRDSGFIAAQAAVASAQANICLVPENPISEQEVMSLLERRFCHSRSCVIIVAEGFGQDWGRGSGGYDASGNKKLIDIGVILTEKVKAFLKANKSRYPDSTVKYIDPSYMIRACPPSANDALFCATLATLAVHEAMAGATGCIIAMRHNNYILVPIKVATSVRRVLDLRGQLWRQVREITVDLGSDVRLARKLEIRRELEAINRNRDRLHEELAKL
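In TEA buffer at pH 8.0 with 5 mM MgCl2, enzyme (1.25 nM) converted F6P (0.5 mM) and ATP (0.1 mM) for 45 min at room temperature. ADP product was read by luciferase luminescence.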
Giardia killer = Giardia lamblia killing | Giardia lamblia trophozoite viability | activity change, % at 7.66 µM, hits read low | 340,000 compounds, 0.15% hits; in the data active = activity change below about -80%; inconclusive = between about -30% and that limit;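 note: parasites exposed to compound for two days anaerobically before the ATP read; % is set by controls: 0 for no effect and ±100 for the full control effect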
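Killing of trophozoites was scored by loss of ATP luminescence after a 48 hrs anaerobic exposure to compounds at 37 deg C, using 100 cells per well.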
hERG WT inh = blocks the wildtype human KCNH2 potassium channel; activity change, % at 1.84 µM; U2OS, BacMam KCNH2, thallium flux FluxOr; active compounds read low; 340,000 compounds, 0.37% hits;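 active = maximum activity change below -70%; inconclusive = maximum activity change between -70% and -50%; inactive = maximum activity change above -50%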; note: % is set by controls: 0 for no effect and ±100 for the full control effect
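U2OS cells transduced with wild-type KCNH2 virus are loaded with FluxOr dye for 45 min, and thallium flux is measured in kinetic reads before and after stimulation buffer. Rate constants are normalized to DMSO controls.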
Chronic BCR inh = chronic active BCR signaling inhibition | ABC-DLBCL IkBa-CBG/CBR reporter, luminescence ratio, 4 h | Potency, µM (titrated, usually from 46.1 µM), for inactives: top-dose ratio change, negative = lower green/red ratio, actives largely listed as inhibitors | 340,000 compounds, 0.05% hits; active = well fitted inhibition curve with a large enough effect in the signal ratio, with a control signal flat, not every such curve was filed as active; inconclusive = small, poorly fitted or top-dose-only effect, or effect the other way, or a change in a side signal; the % refers to the signal ratio;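 note: potency is the fitted concentration of half-maximal effect; plate controls were basal doxycycline-induced cells for no effect and cells given 10 µM MG132 for full effect; MG132 reads +100%, hits lower the ratio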
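Concentration-response series (up to 46 uM) were applied to TMD8 dual-reporter cells for 4 h at 37C with doxycycline. Green/red ratio, after filter-overlap correction, defined %Activity; red signal alone was normalised to basal cells and zero luminescence.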
GALK inhibitor = inhibitors of human galactokinase | Potency, µM (highest dose often 57.5 µM), inactives show at the highest dose activity change, negative = inhibition, most hits filed as inhibitors | Purified GALK, Kinase-Glo residual ATP luminescence | AID 1868 | 270,000 compounds, 0.007% hits; note: potency is the fitted concentration of half-maximal effect; % is set by controls: 0 for no effect and ±100 for the full control effect
Target sequence (P51570 whole entry, looked up): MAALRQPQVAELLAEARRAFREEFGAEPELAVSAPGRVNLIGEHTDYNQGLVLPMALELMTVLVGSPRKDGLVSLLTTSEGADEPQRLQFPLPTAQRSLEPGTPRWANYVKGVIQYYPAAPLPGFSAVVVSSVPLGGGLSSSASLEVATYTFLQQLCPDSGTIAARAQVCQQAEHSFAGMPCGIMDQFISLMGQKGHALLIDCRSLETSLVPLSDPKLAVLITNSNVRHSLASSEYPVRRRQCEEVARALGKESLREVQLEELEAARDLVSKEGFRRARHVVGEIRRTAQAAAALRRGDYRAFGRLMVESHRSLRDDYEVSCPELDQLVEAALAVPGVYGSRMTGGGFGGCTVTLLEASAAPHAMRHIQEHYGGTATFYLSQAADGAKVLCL
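5 nM enzyme, 35 uM ATP, 100 uM galactose, 20 mM HEPES pH8.0, 5 mM MgCl2; 1 h RT; residual ATP by Kinase-Glo Plus luminescence, qHTS format.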
TSHR antagonist = antagonists of human thyroid stimulating hormone receptor; P16473; TSHR-expressing cells, TSH-stimulated cAMP HTRF, 2 h; active compounds read low; activity change, negative = inhibition, % at 11.5 µM; 330,000 compounds, 0.2% hits; AID 504810;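 active = activity change below a set negative limit, meaning inhibition stronger than a set level, cut at about -70% in these data; inconclusive = activity change between two set negative limits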; note: % is set by controls: 0 for no effect and ±100 for the full control effect
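Antagonism was scored as loss of TSH-driven cAMP in TSHR cells, stimulated with 4nM TSH (EC80) for 2 hours at 37 deg C and detected by homogeneous HTRF competition immunoassay.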
FBPA coupling cs = inhibits coupling enzyme system, counter-screen for aldolase hits; AID 2472; coupling enzyme system counterscreen, AmpLite Red fluorescence; 290,000 compounds, 0.67% hits; activity change, negative = inhibition, % at 58.2 µM, hits read low; in the data active = activity change below about -30%; note: % is set by controls: 0 for no effect and ±100 for the full control effect
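Activity here indicates interference with the coupling reaction, not aldolase inhibition. Compounds at 57.5 uM final met coupling enzymes for 10 min at RT; substrate and AmpLite Red detection followed, with a 525/598 nm fluorescence read after 20 min.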
* marks the source's active call; other numbers are inactive results; ? = inconclusive; · = no result given; & = joins results of further samples; [ ] = remark or other dose. Unless noted, calls come from the whole dose curve; as a rule, active = well fitted curve in the direction sought with a large enough effect; inconclusive = small, poorly fitted or top-dose-only effect, or another doubt; inactive = no such curve, though single readings can be large; an effect the other way counts as inactive or inconclusive.

Results follow in this order: TCR activator	MLL CXXC-DNA inh	Tb PFK inh	AT treatment	hERG WT inh	TSHR antagonist	GALK inhibitor	Giardia killer	FBPA coupling cs	Chronic BCR inh
COC(=O)C1SCC2C(=O)N(Cc3ccc(Cl)c(Cl)c3)CC(=O)N21 (stereo not drawn)
 : -8%	-2%	?	10%	·	-1	7%	2	3	-8%
CCSc1nc2ccc(C)cc2cc1C#N
 : -3%	3%	0%	1%	-9	-11	2%	11	1	?
O=C(Cn1cc([N+](=O)[O-])cn1)Nc1nc2ccccc2s1
 : -5%	1%	-3%	-8%	-20	-7	1%	-22	0	-12%
CS(=O)(=O)c1cc([N+](=O)[O-])c(Sc2nc3ccccc3[nH]2)c([N+](=O)[O-])c1
 : -3%	-1%	?	-3%	-1	12	-1%	-7	-41*	?
O=C1CC(/C=C/c2ccccc2)=Nc2ccccc2N1
 : 1%	4%	0%	1%	-2	0	-1%	-7	1	?
CC(=O)c1cc(NC(=O)c2ccc([N+](=O)[O-])cc2)c(=O)oc1C
 : -3%	18%	5%	-3%	-2	1	-1%	2	0	?
OCCNc1ncnc2c1cnn2Cc1ccccc1
 : -1%	0%	-2%	-8%	-3	-8	1%	36[activator]	-2	-3%
N#Cc1c(N)nc(SCc2ccccc2)c(C#N)c1-c1ccco1
 : 1%	-3%	-1%	·	4	-13	-1%	1	2	?
CC1CN(C(=O)N[C@@H](Cc2ccccc2)C(=O)O)CC(C)O1 (stereo partly drawn)
 : -3%	?	-2%	5%	-4	-3	6%	-20	0	-1%
O=C(CCn1nnc2ccccc21)Nc1nnc(-c2ccccc2F)s1
 : -1%	1%	-2%	8%	-5	-2	12%	-5	1	-1%
CC1CCN(C(=O)CCCOc2cc(=O)n(C)c3ccccc23)CC1
 : -10%	-2%	0%	·	-19	33	-3%	8	4	?
CCc1ccc(OCC(=O)N2CCc3ccccc32)cc1
 : 10%	-8%	9%	10%	5	-6	-2%	2	-5	-26%
COc1cc(C2C(C#N)=C(N)Oc3cc(C)n(CC4CCCO4)c(=O)c32)cc2c1OCO2 (stereo not drawn)
 : 0%	4%	-2%	3%	-12	8	1%	3	-3	-5%
Cc1cccc(-c2nc3c(c(SCC(N)=O)n2)CCCC3)c1
 : 1%[46.1 µM]	-3%	0%	6%	5	-10	0%	-3	1	2%
CCOC(=O)c1ccc(NC(=O)c2n[nH]c(=O)c3ccccc23)cc1
 : 0%	1%	-22%	6%	-3	32	5%	-13	-5	6%
COc1cc(OC)cc(-c2nc(-c3ccc(Br)cc3)no2)c1
 : 5%	-4%	3%	5%	-5	73	5%	6	2	1%
CC(=O)N(C)c1ccc(NC(=O)Nc2cccc3ccccc23)cc1
 : 2%	-9%	-17%	3%	-13	15	4%	-9	·	?
O=C(c1cnn(-c2ccccc2)c1)c1ccccc1O
 : -3%[46.1 µM]	4%	-5%	5%	-6	-11	4%	-29	0	?
COc1ccc(C23CC4CC(CC(C4)C2)C3)cc1C(=O)NCCN(C)C
 : ·	57%[activator]	2%	-9%	39	8	-2%	-17	0	?
CCC(Sc1nnnn1-c1ccccc1)C(=O)NC(C)c1ccccc1 (stereo not drawn)
 : -1%	-3%	28%	7%	-3	5	-4%	6	1	3%

Next results.
Results follow in this order: TCR activator	MLL CXXC-DNA inh	Tb PFK inh	AT treatment	hERG WT inh	TSHR antagonist	GALK inhibitor	Giardia killer	FBPA coupling cs	Chronic BCR inh
Cc1cnn(C(=O)Cn2nc(C(F)F)c(Br)c2C)c1
 : -5%	·	-2%	13%	2	-2	·	?	·	-9%
CC(C)N(C(=O)C1CC(=O)OC12CCCCC2)C(C)C (stereo not drawn)
 : 8%	6%	3%	8%	-16	9	4%	-8	2	?
Cc1ccc(/C=C2\SC(=S)N(CCCC(=O)NC3CCCC3)C2=O)cc1
 : 1%	-11%	-12%	4%	-1	13	5%	-6	-4	?
O=C(O)c1cc(=O)c2cc(Cl)ccc2o1
 : 7%	0%	·	·	6	·	0%	2	9	·
COCCN1C(=O)N[C@@H](c2ccc(Br)cc2)C(C(=O)OC)=C1C
 : ·	1%	-3%	-4%	·	23	·	·	1&0	0%
COC(=O)c1c(N2C(=O)[C@H]3[C@@H](C2=O)[C@]2(C(=O)Nc4c(C)cccc42)N2CCC[C@@H]32)sc(C)c1C
 : -10%[46.1 µM]	?	0%	-8%	-3	16	0%	10	-6	-5%
Cc1ccc(S(=O)(=O)N2CCOCC2)cc1NC(=O)COc1cccc(Oc2ccccc2)c1
 : -4%	·	-3%	3%	2	-12	·	-3	·	?
COc1cc2c(cc1NC(=O)COC(=O)[C@@H](NC(=O)c1ccccc1F)C(C)C)oc1ccccc12
 : -3%[46.1 µM]	-4%	-6%	4%	-4	-2	-1%	-4	-3	17%
CCc1[nH]nc(C(=O)N2CCCC(C(=O)c3cccc(OC(C)C)c3)C2)c1C (stereo not drawn)
 : 1%	-18%	0%	35%	-12	59	-4%	5	·	0%
NS(=O)(=O)c1ccc(CCNC(=O)c2cccc(S(=O)(=O)N3CCCC3)c2)cc1
 : 12%	·	-4%	-4%	-9	-3	·	2	·	-1%
CCC(C)Oc1nc(C)cc(C)c1S(=O)(=O)c1ccccc1C (stereo not drawn)
 : 1%	6%	-4%	7%	5	-6	0%	-1	1	28%
c1ccc(CSc2nnc3ccc(-c4ccncc4)nn23)nc1
 : 10%	4%	0%	0%	13	-3	1%	-12	0	-7%
Cc1c(NC(=O)CN2C(=O)C3C4C=CC(C4)C3C2=O)c(=O)n(-c2ccccc2)n1C (stereo not drawn)
 : 3%	0%	-7%	-6%	0	16	2%	7	-1	-11%
COc1ccc(/C=N/NC(=O)c2ccc3c(c2)OCO3)cc1
 : -5%	5%	-7%	0%	-3	5	1%	-8	-5	?
Cc1sc2nc(CC(=O)NN)[nH]c(=O)c2c1C
 : -3%	9%	-10%	-6%	-1	6	-1%	3	1	0%
O=C(CN1CCN(C(=O)c2ccco2)CC1)Nc1ccc(Cl)c(S(=O)(=O)N2CCOCC2)c1
 : 0%	-5%	0%	1%	-3	-8	8%	-6	2	8%
CC1(C)CC(=O)C(C=Nc2ccc3c(c2)OCO3)=C(O)C1
 : -1%	-6%	22%	-14%	-3	-5	-5%	16	0	?
CC1CCN(C(=O)COC(=O)c2cc3ccccc3oc2=O)CC1
 : -4%	·	-1%	6%	3	-4	·	1	·	?
Cc1ccc(S(=O)(=O)NN2C(=O)/C(=C/c3ccccn3)SC2=S)cc1
 : 2%[46.1 µM]	3%	2%	1%	-3	-10	-3%	15	6	?
Cc1ccn2c(CNC(C)CCn3cccn3)c(C(=O)N3CCCCCC3)nc2c1 (stereo not drawn)
 : -1%	-7%	-6%	1%	0	32	2%	-1	1	1%

Further entries follow:
Results follow in this order: TCR activator	MLL CXXC-DNA inh	Tb PFK inh	AT treatment	hERG WT inh	TSHR antagonist	GALK inhibitor	Giardia killer	FBPA coupling cs	Chronic BCR inh
O=C(NCCN1CCCC1)c1ccc(CS(=O)(=O)c2c(Cl)cccc2Cl)o1
 : 0%	2%	-2%	2%	13	7	3%	24	1	-13%
O=C(CSc1n[nH]c(-c2ccco2)n1)Nc1ccc(Br)cc1
 : 1%	-5%	0%	7%	8	-11	-3%	1	4	5%
O=C(O)Cc1csc(-c2ccccc2)n1
 : -2%	10%	2%	-1%	5	0	0%	10	7	?
CCOC(=O)CSc1snnc1-c1ccccc1
 : -1%	5%	2%	7%	-9	-19	-2%	9	0	-6%
Cc1cccn2c(=O)c(C=C(C#N)C#N)c(N3CCN(c4cccc(Cl)c4)CC3)nc12
 : 5%	14%	3%	17%	5	16	·	-8	-2	?
FC(F)(F)c1cccc(Cn2nnnc2-c2ccc(Cl)cc2)c1
 : 13%	3%	-2%	·	-5	5	-1%	-10	0	-1%
COc1cc(NC(=S)NCc2ccco2)cc(OC)c1
 : -3%	3%	-3%	12%	8	-4	2%	-19	3	1%
CCOC(=O)c1c(NC(=O)CC)sc(C(=O)NC2CCCC2)c1C
 : 2%	-4%	1%	7%	-7	1	5%	2	2	14%
Cc1ccc(S(=O)(=O)N[C@H](C(=O)Oc2ccc3c(C(F)(F)F)cc(=O)oc3c2)c2ccccc2)cc1
 : -18%	-21%	-10%[0.46 µM]	4%	-13	8	2%	-22	8	0%
CCCCCc1ccc(OCCCC[n+]2cccc(C)c2)c(CCCCC)c1
 : -2%	-6%	22%	-1%	-4	16	1%	-1	0	10%
NS(=O)(=O)c1ccc(CCNC(=O)c2ccccc2OCc2ccc(F)cc2)cc1
 : 5%	13%	-2%	4%	-9	-8	3%	13	2	?
CCOC(=O)c1c(NC(=O)C(Sc2ccccc2)c2ccccc2)sc(C(=O)N(C)C)c1C (stereo not drawn)
 : -3%	-1%	3%	5%	-2	-11	2%	-1	-9	?
CCCN(C(=O)CSCc1c(C)noc1C)c1c(N)n(Cc2ccccc2)c(=O)[nH]c1=O
 : 3%	·	-2%	2%	3	-6	·	-12	·	-11%
